Screening results: PubChem, PCMD
Cathepsin G inh – cathepsin G (human) inhibition | P08311 | purified enzyme, AMC-tetrapeptide fluorescence, pooled mixtures | inhibition, % at 5 µM (by protocol) | 62,000 compounds, 0.2% hits | AID 581;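 active = inhibition above 20% in each of the two mixture wells holding the compound; inactive = inhibition of 20% or less in either well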;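 also: 0% = enzyme control without mixture and 100% = blank lacking enzyme; strong numbers were not always called active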
CatB block – human cathepsin B inhibition. purified cathepsin B, fluorogenic substrate, fluorescence. inhibition, %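 (tested at 10 µM)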. 63,000 compounds, 0.1% hits. AID 453; in the data active = inhibition above about 21%;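 also: 0% = enzyme with no compound and 100% = no enzyme blank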
CatS inh – inhibitors of human cathepsin S | AID 501 | P25774 | 62,000 compounds, 0.06% hits | recombinant cathepsin S, AMC dipeptide fluorescence, pooled mixtures | inhibition, %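 (tested at 5 µM per compound within 10-compound mixtures)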; in the data active = inhibition above about 32%, passing the limit was not always enough; inconclusive = no clear call, values can overlap the other calls;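 also: 0% = enzyme without compound and 100% = blank without enzyme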
E coli RNAP – Escherichia coli RNA polymerase inhibition; E. coli RNA polymerase, fluorescence transcription assay; inhibition, %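 (tested at 10 µM)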; 62,000 compounds, 0.2% hits; AID 559; in the data active = inhibition above about 20%;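 also: 0% = enzyme without compound and 100% = no enzyme blank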
Target sequence (P0A8V2 whole entry, looked up): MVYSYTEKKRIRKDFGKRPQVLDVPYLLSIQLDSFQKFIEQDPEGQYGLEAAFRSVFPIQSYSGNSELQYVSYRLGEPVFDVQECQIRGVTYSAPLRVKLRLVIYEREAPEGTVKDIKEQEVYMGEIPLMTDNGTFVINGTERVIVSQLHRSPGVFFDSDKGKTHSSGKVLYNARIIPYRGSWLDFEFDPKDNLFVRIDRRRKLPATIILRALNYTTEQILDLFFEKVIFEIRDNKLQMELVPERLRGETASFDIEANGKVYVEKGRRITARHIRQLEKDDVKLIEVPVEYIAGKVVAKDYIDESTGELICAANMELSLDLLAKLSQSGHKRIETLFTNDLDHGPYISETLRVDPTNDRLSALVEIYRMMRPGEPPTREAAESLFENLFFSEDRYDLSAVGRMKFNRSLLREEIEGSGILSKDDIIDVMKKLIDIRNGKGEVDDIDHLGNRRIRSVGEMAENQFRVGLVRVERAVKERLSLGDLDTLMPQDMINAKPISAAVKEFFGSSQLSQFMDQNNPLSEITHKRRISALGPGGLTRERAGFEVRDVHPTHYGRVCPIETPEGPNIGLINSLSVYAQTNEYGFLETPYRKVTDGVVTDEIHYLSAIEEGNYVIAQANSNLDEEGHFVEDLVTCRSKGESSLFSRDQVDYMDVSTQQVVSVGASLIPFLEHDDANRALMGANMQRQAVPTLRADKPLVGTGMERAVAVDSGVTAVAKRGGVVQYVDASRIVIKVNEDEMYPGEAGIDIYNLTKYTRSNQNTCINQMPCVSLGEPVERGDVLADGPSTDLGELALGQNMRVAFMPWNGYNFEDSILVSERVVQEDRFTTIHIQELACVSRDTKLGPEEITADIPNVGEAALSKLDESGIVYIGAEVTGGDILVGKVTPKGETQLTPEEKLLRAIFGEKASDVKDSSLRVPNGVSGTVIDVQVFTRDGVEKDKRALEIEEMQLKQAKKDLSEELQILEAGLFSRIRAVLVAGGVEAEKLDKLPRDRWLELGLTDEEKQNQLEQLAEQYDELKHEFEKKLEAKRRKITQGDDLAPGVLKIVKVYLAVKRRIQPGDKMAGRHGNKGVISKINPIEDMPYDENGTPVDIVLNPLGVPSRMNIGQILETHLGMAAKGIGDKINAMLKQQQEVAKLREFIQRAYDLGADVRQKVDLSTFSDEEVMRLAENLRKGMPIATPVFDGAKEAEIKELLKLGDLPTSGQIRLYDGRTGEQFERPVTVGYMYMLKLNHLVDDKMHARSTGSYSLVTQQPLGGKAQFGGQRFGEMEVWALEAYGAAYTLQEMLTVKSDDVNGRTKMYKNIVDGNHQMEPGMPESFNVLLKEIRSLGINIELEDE
CatB mixtures – inhibitors of human cathepsin B in compound mixtures | P07858 | Purified cathepsin B, AMC dipeptide fluorescence | inhibition, %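 (ten-compound pools at 5 µM per compound and 50 µM total)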 | 62,000 compounds, 0.06% hits | AID 488; in the data active = inhibition above about 22%, passing the limit was not always enough; inconclusive = no clear call, values can overlap the other calls;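 also: 0% = enzyme without compound and 100% = no enzyme blank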
CatL block – blocks human cathepsin L protease activity. purified cathepsin L, fluorogenic substrate, fluorescence. inhibition, %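 (tested at 10 µM)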. 58,000 compounds, 0.17% hits. AID 460; in the data active = inhibition above about 45%;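 also: 0% = enzyme with no compound and 100% = no enzyme blank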
FXIa mix inh – inhibitors of human coagulation factor XIa, pooled mixtures; P03951; purified FXIa, fluorogenic substrate; inhibition, % at 5 µM; 62,000 compounds, 0.19% hits; AID 680; in the data active = inhibition above about 20%, passing the limit was not always enough;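 also: each value is inhibition by a whole ten-compound pool holding the compound; 0% = enzyme with no mixture and 100% = wells lacking enzyme; strong numbers were not always called active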
AP complement – orthogonal test for alternative complement pathway inhibitors. inhibition, % at 5 µM. AID 1235. 62,000 compounds, 0.08% hits. Human serum alternative complement pathway, LPS-coated ELISA, C3 deposition; tested in compound mixtures;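 active = inhibition above 30% in each of the two pooled mixtures holding the compound, so the lower value exceeds 30%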;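 also: 0% = serum in Mg-EGTA without compound and 100% = EDTA serum blank; some compounds past the cut are filed as inactive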
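Test system – human serum alternative complement pathway, C3 deposition on LPS-coated wells · Buffer or medium – diluted human serum in Mg2+-EGTA GVB++ · Compound dosing – 5 µM each compound, pools of ten, 50 µM per pool · Schedule – 1 h serum-compound exposure at 37 °C · Measured by – Anti-C3 ELISA, OD 450 nm · Read-out basis – percent inhibition of C3 deposition onto LPS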
C1s inh – human complement C1s inhibition | P09871 | purified C1s, fluorogenic AMC substrate, pooled mixtures | mean inhibition % of two 10-compound mixtures (stronger effect = higher value), % at 5 µM (by protocol) | 62,000 compounds, 0.16% hits;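 active = inhibition above 20% in each of the two 10-compound mixture wells holding the compound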;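 also: 0% = enzyme wells lacking compound mixture and 100% = no-enzyme blank wells; some compounds called inactive have numbers as strong as hits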
* marks the source's active call; other numbers are inactive results; ? = inconclusive; · = no result given; & = joins results of further samples.

Cathepsin G inh	CatB block	CatS inh	E coli RNAP	CatB mixtures	CatL block	FXIa mix inh	AP complement	C1s inh	canonical_smiles
5	0	5	9	-1	·	-7	7	-6	COc1ccc(NC(=O)CN2CC(c3ccccc3)CC2=O)cc1OC (centres undefined)
8	3	6	6	4	5	6	27	10	Cc1ccc(NC(=O)CSc2nnc(Cn3c(=O)sc4ccccc43)n2C)cc1
11	0	-3	5	6	-3	2	12	14	Cc1c(C(=O)N2CCN(c3ccccc3F)CC2)sc2ncn(CC(=O)N3CCOCC3)c(=O)c12
-1	-2	-2	2	4	-7	9	-7	0	CN(C)S(=O)(=O)N1CCC(c2ccc(F)cc2)C(COc2ccc3c(c2)OCO3)C1 (centres undefined)
0	-2	-7	0	-2	-10	-17	11	-94	Cc1ccc2oc(Nc3nc(C)cc(C)n3)nc2c1
-4	5	12	1	5	1	3	-15	-6	COc1ccc(C2CC(=O)C3=C(C2)Nc2ncnn2C3c2ccccc2)cc1 (centres undefined)
6	5	0	9	3	6	8	17	2	Cc1cc(C)c(NC(=O)CN2C(=O)NC3(CCCCC3)C2=O)c(C)c1
0	-4	4	0	-4	2	8	9	4	c1cnc(N2CCSCC2)nc1
-1	-3	-4	-6	-2	·	10	9	-3	Cc1cc(C)n2nc(CCc3nc4nc(C)cc(C)n4n3)nc2n1
0	-6	9	-6	-6	1	6	18	0	O=C(O)c1cc2c(s1)CCCC2
8	-2	4	4	-2	-5	2	-1	3	Cc1ccc(NS(=O)(=O)c2ccc(C(=O)N3CCCN(C)CC3)cc2)cc1
8	2	6	6	3	5	11	7	12	COc1cccc(NS(=O)(=O)c2ccc(NC(C)=O)cc2)c1
-12	-3	1	-11	3	9	5	-10	-31	O=C(NC1(C(F)(F)F)NC(=O)N(C2CCCC2)C1=O)C1CC1 (centres undefined)
5	3	29	4	-1	·	7	2	11	CC(CCc1ccccc1)NC(=O)c1ccncc1 (centres undefined)
-1	1	18	7	3	4	2	-10	7	COc1cc(C(=O)Nc2cccc(-c3nc4ccccc4o3)c2C)cc(OC)c1OC
13	1	18	11	3	17	5	0	-29	COc1ccccc1N1CCN(CCCCOc2ccc(F)cc2)CC1
3	2	3	4	4	12	5	8	6	CCCCCCn1cnc2c(c1=O)c1nc3ccccc3nc1n2/N=C/c1ccco1
9	4	2	6	-2	·	1	-8	9	CCC(C)NC(=O)c1ccccc1NS(=O)(=O)c1ccc(OC)c(OC)c1 (centres undefined)
8	3	-7	8	1	3	4	25	6	O=C(c1nc2ncccn2n1)N1CCc2ccccc2C1
-5	1	39	11	0	12	-13	0	-77	CNC(=O)CSc1nc2c(c(=O)n(C)c(=O)n2C)n1Cc1ccc(C)cc1
-1	-8	-1	0	3	-26	-2	5	-33	C=CCn1c(NC(=O)c2ccco2)c(S(=O)(=O)c2ccccc2)c2nc3ccccc3nc21
-4	0	6	-3	-1	3	3	17	-1	Cc1c(C)[n+](=O)c(-c2ccc(F)cc2)c(C)n1[O-]
-1	6	11	10	5	7	5	6	-22	O=c1oc2ccccc2cc1C1=Nn2c(nnc2-c2cccnc2)SC1
12	4	-9	5	5	-2	2	27	15	Cc1cccc(-n2ncc3c(Nc4ccc(F)cc4)ncnc32)c1
-4	5	13	9	2	15	0	-5	-8	O=S(=O)(c1ccccc1C(F)(F)F)N1CCOCC1
4	5	-10	11	1	2	-5	10	-14	Cc1ccc(C(=O)Nc2ccccc2C(=O)NC2CCCCC2)cc1S(=O)(=O)N1CCOCC1
11	-4	-4	0	6	9	1	19	16	O=C(CN1C(=O)COc2ccccc21)N1CCCc2ccccc21
31	3	-1	4	3	3	3	12	8	CCCn1nnnc1NCc1ccccc1OCc1cccs1
9	-1	-4	-1	3	-8	4	20	-9	Cc1cccc(N2CCN(C(=O)c3ccc(NC(=O)C4CCCO4)cc3)CC2C)c1 (centres undefined)
8	2	4	10	4	7	8	3	15	C=CCN1C(=O)C(C)(C)Nc2ccccc21
-21	1	-5	·	-16	21	-21	-3	-114	CC(C)c1ccc(-c2noc(C3CCCN(C(=O)c4ccc(F)cc4F)C3)n2)cc1 (centres undefined)
9	5	3	1	2	14	-3	14	0	O=C(Nc1ccccc1C(=O)N1CCCCC1)c1cccc(S(=O)(=O)N2CCOCC2)c1
7	2	2	4	4	·	-3	19	-29	O=C(Cc1cccs1)NCCn1ccc2ccccc21
9	0	-2	6	2	·	1	8	9	COCc1nnc(NC(=O)c2ccc(NC(=O)C(C)C)cc2)s1
0	1	?	2	5	-1	5	22	-18	CSc1cccc(NC(=O)CN2C(=O)c3ccccc3S2(=O)=O)c1
9	4	5	10	1	13	-2	-4	3	CC(C)(C)c1nnc2sc(SC/C(O)=C(\C#N)c3nc4ccccc4[nH]3)nn2c1=O
-3	1	-6	4	5	3	7	-2	-6	CCS(=O)c1ccccc1C(=O)O (centres undefined)
8	-2	-9	-1	2	9	5	15	3	O=C(NCc1ccco1)NCC(F)(F)F
5	2	7	9	-6	11	-11	4	-16	O=C(Nc1cccc(C(F)(F)F)c1)C1CCCN(S(=O)(=O)c2cnc[nH]2)C1 (centres undefined)
9	5	2	0	1	9	7	6	13	Cn1cnnc1SCC(=O)Nc1sccc1C#N
-10	-1	-2	-4	-3	7	2	-14	-18	Cc1ccnc(N2CCCC(C(=O)Nc3cc(F)ccc3C)C2)n1 (centres undefined)
11	·	13	·	3	·	8	7	8	FC(F)C(F)(F)C(F)(F)C(F)(F)c1cc(-c2ccccc2)n[nH]1
-4	3	-3	8	0	25	2	-14	-12	O=C1c2ccccc2C(=O)N1CCOCCN1C(=O)c2ccccc2C1=O
7	1	3	12	4	11	3	11	8	CC(=O)Nc1ccc(NC(=O)CN2CCCC(C)C2)c(Cl)c1 (centres undefined)
2&-3	4	17&-4	3&7	-3&4	2&21	0&7	14&-2	-10&2	Nc1ccc(C(=O)O)c(O)c1

3 structures from above, sorted by molecular weight, rising:
Cathepsin G inh	CatB block	CatS inh	E coli RNAP	CatB mixtures	CatL block	FXIa mix inh	AP complement	C1s inh	canonical_smiles
11	·	13	·	3	·	8	7	8	FC(F)C(F)(F)C(F)(F)C(F)(F)c1cc(-c2ccccc2)n[nH]1
0	1	?	2	5	-1	5	22	-18	CSc1cccc(NC(=O)CN2C(=O)c3ccccc3S2(=O)=O)c1
9	5	3	1	2	14	-3	14	0	O=C(Nc1ccccc1C(=O)N1CCCCC1)c1cccc(S(=O)(=O)N2CCOCC2)c1

Next section
Cathepsin G inh	CatB block	CatS inh	E coli RNAP	CatB mixtures	CatL block	FXIa mix inh	AP complement	C1s inh	canonical_smiles
-4	·	-11	·	-3	·	-8	30	-29	CCOc1ccc2noc3c2c1C(=O)c1ccccc1-3
11	-1	0	5	5	-5	8	23	9	CCOc1cc(C(=O)Nc2cnccn2)cc(OCC)c1OCC
14	3	-2	7	5	2	3	5	10	N#CCCn1c(SCC(=O)NCC2CCCO2)nc2ccccc21 (centres undefined)
0	-3	-5	0	3	-11	13	6	0	COc1ccc(C2C(C(=O)NCCN(C)C)c3cc(OC)c(OC)cc3C(=O)N2C)cc1OC (centres undefined)
11	3	2	9	4	10	1	11	-4	O=C(NCc1n[nH]c(=S)n1-c1ccc(F)cc1)c1ccc(S(=O)(=O)N2CCCC2)cc1
3	8	5	3	4	-5	3	2	2	Nc1nc(-c2ccc(Cl)cc2)nn1C(=O)c1cccnc1
4	9	14	9	1	19	8	0	7	O=C(CN(C(=O)CCC(=O)Nc1ccccn1)c1ccc2c(c1)OCCO2)NCCc1ccccc1
8	-1	-4	6	-1	11	7	9	6	COc1ccc(C(=O)Oc2ccc(C(C)=O)cc2)c(OC)c1
0	-6	-4	2	4	-8	5	6	2	O=C(O)CN1C(=O)CC(Cc2ccccc2)C1=O (centres undefined)
14	9	14	9	2	·	10	5	-1	N#Cc1cnn(CC2CCCCC2)c1N
-3	9	12	·	5	2	6	-3	4	N#Cc1ccc(COC(=O)CSc2nnc(C3CCCCC3)n2N)cc1
-13	4	3	6	-10	9	-10	8	-62	Cc1cc(C(=O)Nc2nc3c(s2)CCCC3)no1
-1	4	-10	-1	-2	·	-11	12	-52	CCOC(=O)C1=C(O)CSC1=Nc1ccc(Cl)cc1
2	2	1	2	-1	-1	7	10	4	O=C1c2ccccc2S(=O)(=O)N1CC(O)COc1ccc(Br)cc1 (centres undefined)
9	1	-1	·	3	-4	6	7	17	Cn1c(SCC(=O)N2c3ccccc3Sc3ccccc32)nnc1-c1ccco1
-5	-2	-2	4	-5	13	-1	-2	-10	O=C(OCC(=O)c1cccs1)c1ccccc1
-8	8	14	6	4	16	0	-18	-20	Cc1nn(Cc2ccccc2)c(C)c1C(=O)OCC(=O)c1cc(C)n(C2CC2)c1C
5	-2	-2	0	-1	-4	10	8	5	COc1ccccc1CNCc1cc(OC)c(OC)cc1OC
2	0	1	11	9	-5	3	11	0	Cc1c(Cl)cccc1N(CC(=O)O)S(C)(=O)=O
3	12	17	8	-2	·	1	-6	0	CN(Cc1ccccc1)c1nc2c(c(=O)n(C)c(=O)n2C)n1CCSc1ncccn1
1	-1	12	11	5	·	3	17	-3	COc1ccc(OC)c(C2C(C(=O)Nc3ccccc3OC)=C(C)Nc3nc(CCCO)nn32)c1 (centres undefined)
1	1	14	8	10	24	22	5	4	N#Cc1ccccc1Cn1c(=O)n(Cc2ccc(C(=O)NCc3ccco3)cc2)c(=O)c2sccc21
1	2	2	8	7	9	3	3	0	COC(=O)c1c(C)n(-c2ccc(OC)cc2)c2ccc(O)cc12
0	3	-2	3	3	2	4	1	2	CC1CCN(S(=O)(=O)c2ccc(NC(=O)CSc3ncccc3C(=O)O)cc2)CC1
7	7	0	4	3	2	5	13	9	N#CC1=C(N)Oc2cc(N)ccc2C1C1CCCCC1 (centres undefined)
1	-5	1	6	6	-6	10	15	7	CCN(CC)CCOC(=O)c1cccc(Br)c1
10	3	1	7	5	2	-1	-1	-6	CCOc1ccccc1NC(=O)CSc1nnc2c(CC)c(C)nc(N)n12
-4	1	-1	-2	-4	6	-7	2	-29	CCN(CC)C(=O)CSc1ncnc2c1cnn2Cc1ccccc1
6	-1	-7	-4	2	·	4	15	-1	O=C(CCc1ccccc1)NC1CCSC1=O (centres undefined)
-15	4	12	-4	23*	6	-7	-15	-19	Cc1ccc(CN(C(=O)Cn2nnc3ccccc32)C(C(=O)NCc2ccco2)c2cccs2)cc1 (centres undefined)
5	2	11	3	1	9	13	3	6	COc1ccccc1NC(=O)NCc1ccc2c(c1)OCO2
-3	-2	-10	3	4	-6	2	15	-25	O=C(CSc1nc(-c2ccc(F)cc2)cs1)NC(=O)NCc1ccco1
9	2	9	6	4	5	17	3	15	CCOC(=O)c1ccc(-c2n[nH]c(=O)c3ccccc23)cc1
-1	2	-3	-5	0	-11	9	7	-8	COc1ccccc1C(=O)Nn1cnc2ccccc2c1=O
-6	0	1	4	1	-3	-4	3	-11	C=CCc1cc(C)cc(C)c1OCCn1cncn1
8	1	12	9	5	11	20*	3	0	NC(=O)c1ccccc1NC(=O)CN1CCOCC1
11	0	1	6	4	-4	10	6	18	Cc1cc(NS(=O)(=O)c2ccc(NC(=O)c3cnc4scc(C)n4c3=O)cc2)nc(C)n1
2	-3	3	7	5	-4	10	13	7	C=C(C)CSc1nc(N)c2c(C)c(C)sc2n1
-6	7	11	5	3	9	2	-13	-3	CN1C(c2ccc(F)cc2)=CS/C1=C(\C#N)c1nnc2n1-c1ccccc1SC2

Not all compounds are listed. The share of hits here may be higher or lower than overall.
